Source: PubChem (National Center for Advancing Translational Sciences (NCATS))
GRP78 ERSR act = ER stress response induction in glioma; U87-MG GRP78 promoter luciferase reporter, 16 h; Potency, µM, inactives show top-dose activation, actives largely listed as activators; 420,000 compounds, 0.02% hits; AID 602332; note: potency is the fitted concentration of half-maximal effect; series mostly up to about 76 µM; % of control where 0% means no effect; nearly all actives have a fitted effect of over 35% in size
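Stably transfected U87-MG glioma cells carrying a GRP78-based luciferase sensor; 16 h compound incubation. Luminescence end-point read 10 min after Bright-Glo addition at room temperature.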
D1 potentiator = human D1 dopamine receptor positive modulation. HEK293 TREx D1 cells, calcium flux, dopamine EC20 potentiation. potentiation, % at 10 µM. 360,000 compounds, 0.036% hits. AID 504651; in the data active = potentiation above about 30%; note: 0% is about no effect
Target sequence (P21728 whole entry, looked up): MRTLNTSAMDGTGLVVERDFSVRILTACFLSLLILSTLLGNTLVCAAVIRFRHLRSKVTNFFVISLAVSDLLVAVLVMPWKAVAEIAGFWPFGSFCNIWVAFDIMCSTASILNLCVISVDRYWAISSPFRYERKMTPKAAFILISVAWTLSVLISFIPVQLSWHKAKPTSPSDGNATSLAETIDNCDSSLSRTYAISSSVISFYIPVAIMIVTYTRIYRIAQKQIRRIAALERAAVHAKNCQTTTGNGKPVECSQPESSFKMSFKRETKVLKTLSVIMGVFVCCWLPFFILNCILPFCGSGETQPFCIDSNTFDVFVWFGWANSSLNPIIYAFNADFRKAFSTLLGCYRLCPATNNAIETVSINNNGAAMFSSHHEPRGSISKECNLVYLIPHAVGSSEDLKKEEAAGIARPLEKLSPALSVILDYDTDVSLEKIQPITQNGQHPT
RXFP1 ag = activates the human relaxin receptor RXFP1. HEK293T-RXFP1 cAMP TR-FRET, 30 min; response scale: percent of porcine relaxin response, buffer zero. Potency, µM (titrated, usually from 57.5 µM), for the others: at the highest dose activation, actives largely listed as activators. 370,000 compounds, 0.3% hits. AID 2676; note: potency is the fitted concentration of half-maximal effect; % is set by controls: 0 for no effect and ±100 for the full control effect; nearly all actives have a fitted effect of over 60% in size; many of its hits are not listed in these tables
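Agonist response is measured as cAMP accumulation in an RXFP1-transfected HEK293T line under PDE4 inhibition. Values are scaled between buffer-only and 29 nM porcine relaxin, and EC50s come from standard Hill equation fits.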
D1 antag = blocks dopamine activation of the human D1 receptor; HEK293 TREx D1 cells, calcium flux, dopamine EC80; active compounds read low; activity change, negative = inhibition, % at 10 µM; 360,000 compounds, 3.2% hits; in the data active = activity change below about -30%; note: % is set by controls: 0 for no effect and ±100 for the full control effect
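Tetracycline-induced HEK293 T-REx cells with force-coupled D1 receptor were loaded with a no-wash calcium dye. Compound was added after a 10 s baseline and read kinetically for 180 s; EC80 dopamine was then added and calcium flux followed another 180 s.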
LDHA block = blocks human lactate dehydrogenase A. purified LDHA, NADH/diaphorase-resazurin fluorescence; active compounds read low. AID 1347041. 480,000 compounds, 0.15% hits. activity change, % (values are at about 110 or 230 µM); in the data active = activity change below about -30%; inconclusive = mostly about -25% to -30%;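 note: plate controls were DMSO wells for no effect and wells without enzyme for full effect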
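Remaining NADH was detected by diaphorase (0.133 mg/mL) converting 37 µM resazurin to fluorescent resorufin, read at 0 and 20 minutes. The preceding 5-minute room-temperature reaction used 2 nM LDHA, 0.2 mM sodium pyruvate and 0.06 mM NADH at pH 7.4.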
D1 ag = activates the human D1 dopamine receptor; P21728; HEK293 T-REx D1 cells, calcium flux, agonist mode; activation, % at 2 µM; 360,000 compounds, 1% hits; in the data active = activation above about 30%; note: 0% is about no effect
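Inducible HEK293 T-REx D1 cells, force-coupled to calcium signalling, were plated at 4000 cells/well with tetracycline and held overnight at 30 C. After no-wash calcium dye loading, compound-evoked calcium rise over 180 s flagged agonists.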
Vif-A3G inh = inhibitors of Vif-APOBEC3G interaction | Q9HC16 | HeLa A3G-eYFP + Vif (tagged APOBEC3G with the HIV-1 protein that degrades it), YFP fluorescence, overnight | Potency, µM (top dose mostly 46.1 µM), inactives show at the top dose activity, negative = active, usual class: inhibitors | 410,000 compounds, 0.076% hits | AID 602310;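 note: potency is the fitted concentration of half-maximal effect; % is set by controls: 0 for no effect and ±100 for the full control effect; nearly all actives have a fitted effect of over 60% in size; hits raise eYFP signal because A3G escapes Vif-driven loss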
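Read-out is eYFP fluorescence (Ex 488/Em 500-530) from Vif-expressing HeLa A3G-eYFP cells; more signal means A3G escaped Vif-mediated degradation. Cells plated overnight, compound pinned in, incubated overnight at 37 deg C.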
Vif-A3F inh = inhibitors of Vif-A3F interaction; HeLa A3F-eYFP + Vif (tagged APOBEC3F with the HIV-1 protein that degrades it), YFP fluorescence increase; 390,000 compounds, 0.2% hits; Potency, µM (highest dose often 46.1 µM), inactives show at the top dose activity, negative = active; note: potency is the fitted concentration of half-maximal effect; % of control where 0% means no effect; nearly all actives have a fitted effect of over 65% in size
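HeLa cells stably expressing Vif plus C-terminally eYFP-tagged A3F were seeded, incubated overnight at 37 deg C, dosed with compound, incubated overnight again at 37 deg C. Yellow fluorescence (Ex 488/Em 500-530) reported blocked Vif-mediated A3F-eYFP degradation.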
D2 PAM = positive allosteric modulators of human D2 dopamine receptor; P14416; HEK293 T-REx D2, calcium flux, EC20 dopamine potentiation; potentiation, % at 10 µM; 340,000 compounds, 0.34% hits; AID 485347;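 active = potentiation over 3 SD above the plate norm, cut at about 30% in these data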; note: 0% is about no effect
Target sequence (P14416 whole entry, looked up): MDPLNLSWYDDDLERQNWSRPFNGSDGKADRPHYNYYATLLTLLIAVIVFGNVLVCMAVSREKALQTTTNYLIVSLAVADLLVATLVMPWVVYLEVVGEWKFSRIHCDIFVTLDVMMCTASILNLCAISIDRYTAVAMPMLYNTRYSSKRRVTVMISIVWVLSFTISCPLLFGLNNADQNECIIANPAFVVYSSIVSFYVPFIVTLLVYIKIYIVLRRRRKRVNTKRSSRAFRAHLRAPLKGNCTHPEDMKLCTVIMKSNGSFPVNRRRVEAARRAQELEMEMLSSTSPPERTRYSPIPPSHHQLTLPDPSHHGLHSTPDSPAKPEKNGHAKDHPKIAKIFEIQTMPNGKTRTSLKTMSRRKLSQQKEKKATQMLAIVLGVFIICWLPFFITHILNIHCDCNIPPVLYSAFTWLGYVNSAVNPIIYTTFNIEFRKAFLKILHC
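Using a no-wash calcium dye in inducible, force-coupled HEK293 Trex cells expressing D2, we tracked fluorescence each second for 180 s after compound, then for 180 s after EC20 dopamine to detect augmented signalling.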
Numbers without * were called inactive; ? = inconclusive; nt = not tested or not shown; & = joins results of further samples. Unless noted, calls come from the whole dose curve; as a rule, active = well fitted curve in the direction sought with a large enough effect; inconclusive = small, poorly fitted or top-dose-only effect, or another doubt; inactive = no such curve, though single readings can be large; an effect the other way counts as inactive or inconclusive.

Start of the data: the first nine compounds (preview)
SMILES	GRP78 ERSR act	D1 potentiator	RXFP1 ag	D1 antag	LDHA block	D1 ag	Vif-A3G inh	Vif-A3F inh	D2 PAM
CCOc1ccc(NC(=O)Cn2c(=O)n(CCCC(=O)NCc3ccc4c(c3)OCO4)c(=O)c3ccccc32)cc1	-1%	2	0.1%	5	-7	2	0%	-2%	-5
CC(C)Cn1c2c(c(O)c(C(=O)Nc3ccc(F)cc3)c1=O)CCCC2	2%	-1	-0.1%	-9	-5	1	3%	10%	2
COc1ccc(Cl)cc1NC(=O)C1CC(=O)N(c2ccc(F)cc2)C1 (centres undefined)	-5%	3	1.7%	-19	-1	0	-3%	-3%	nt
Cc1sc(=NC(=O)c2ccco2)n(C)c1-c1ccc(F)cc1	1%	1	2.3%	-4	-2	1	2%	4%	-8
C[C@H]1CCC(=O)N([C@H](CSc2ccccc2)Cc2ccccc2)CC1	-1%&-3%	-2	-0.6%	2	2	4	-3%&-7%	7%	-11
CCOC(=O)c1ccc(-c2ccc(/C=C(\C#N)c3nc4ccc(C)cc4[nH]3)o2)cc1	nt	1	6.8%	8	0	270*	nt	nt	-13
CNC(=S)NCCc1ccccc1	-7%	-9	4.2%	-4	-7	0	0%	0%	-6
O=C(c1cccs1)N1CCN(c2ccc(F)cc2)CC1	-2%	4	1.0%	32	-3	-2	-1%	-3%	11
O=C(Nc1nc(-c2ccccc2)ns1)c1cccs1	2%	6	0.4%	-32*	-3	7	1%	-2%	4

This part in full, repeating the preview:
SMILES	GRP78 ERSR act	D1 potentiator	RXFP1 ag	D1 antag	LDHA block	D1 ag	Vif-A3G inh	Vif-A3F inh	D2 PAM
CCOc1ccc(NC(=O)Cn2c(=O)n(CCCC(=O)NCc3ccc4c(c3)OCO4)c(=O)c3ccccc32)cc1	-1%	2	0.1%	5	-7	2	0%	-2%	-5
CC(C)Cn1c2c(c(O)c(C(=O)Nc3ccc(F)cc3)c1=O)CCCC2	2%	-1	-0.1%	-9	-5	1	3%	10%	2
COc1ccc(Cl)cc1NC(=O)C1CC(=O)N(c2ccc(F)cc2)C1 (centres undefined)	-5%	3	1.7%	-19	-1	0	-3%	-3%	nt
Cc1sc(=NC(=O)c2ccco2)n(C)c1-c1ccc(F)cc1	1%	1	2.3%	-4	-2	1	2%	4%	-8
C[C@H]1CCC(=O)N([C@H](CSc2ccccc2)Cc2ccccc2)CC1	-1%&-3%	-2	-0.6%	2	2	4	-3%&-7%	7%	-11
CCOC(=O)c1ccc(-c2ccc(/C=C(\C#N)c3nc4ccc(C)cc4[nH]3)o2)cc1	nt	1	6.8%	8	0	270*	nt	nt	-13
CNC(=S)NCCc1ccccc1	-7%	-9	4.2%	-4	-7	0	0%	0%	-6
O=C(c1cccs1)N1CCN(c2ccc(F)cc2)CC1	-2%	4	1.0%	32	-3	-2	-1%	-3%	11
O=C(Nc1nc(-c2ccccc2)ns1)c1cccs1	2%	6	0.4%	-32*	-3	7	1%	-2%	4
CCn1c2ccccc2c2nnc(SCc3ccc(C(=O)OC)o3)nc21	1%	-4	2.7%	-21	0	7	-5%	5%	-8
COC1CCN(C(=O)c2cc(COc3ccc(-n4cncn4)cc3)on2)CC1	1%	-1	-1.1%	-13	-8	-1	0%	2%	6
O=C(N/N=C/c1cccc2ccccc12)C(=O)N1CCCC1	-2%	-7	-1.2%	-3	-10	3	1%	-5%	0
O=C(Nc1nccs1)C1CCN(S(=O)(=O)c2c(Cl)cccc2Cl)CC1	-3%	0	0.4%	-13	-7	10	-2%	2%	-1
COc1ccc(/C=N/NC(=O)COc2cccc3ccccc23)c(C(=O)O)c1OC	-5%	-4	-0.4%	-7	8	6	-2%	-1%	40*
CC(=NCCN1CCN(C(C)=C2C(=O)c3ccccc3C2=O)CC1)C1=C(O)CC(C)(C)CC1=O	-1%	-2	1.6%	2	5	1	0%	-2%	7
CCOC(=O)C1=CN(Cc2ccc(Br)cc2)S(=O)(=O)N(C)C1C (centres undefined)	-4%	nt	nt	nt	2	nt	5%	4%	nt
COc1ccccc1NS(=O)(=O)c1ccc(C)c(NC(=O)C2CCCO2)c1 (centres undefined)	-3%	-8	0.5%	-10	-1	1	2%	3%	15
CCn1cc(C(=O)N2CCCC(C(=O)c3ccc4ccccc4c3)C2)cn1 (centres undefined)	-4%	-3	3.1%	1	-3	5	2%	-19%	-5
Cc1[nH]c2c(ccc3ccccc32)c1C1C(CCN)C1(C)C (centres undefined)	-3%	3	0.4%	nt	-4	11	-12%	3%	-9
Cc1ccc2ncccc2c1NC(=S)NC(=O)c1ccccc1	-2%	-3	-0.3%	4	0	8	1%	0%	-2
Cc1ccc(S(=O)(=O)Nc2c(C)nn(C)c2C)c(C)c1	0%	-3	2.7%	-8	-1	6	5%	0%	-4
CCNS(=O)(=O)c1ccc(CCC(=O)N2CCN(c3ccccc3)CC2)cc1	-1%	-4	0.8%	-5	1	-1	0%	0%	3
Cc1ccc(-c2c3c(=O)n(C)c(=O)n(C)c3c3n2-c2ccccc2NC3c2ccc(C)cc2O)cc1 (centres undefined)	-7%	-1	-7.4%	-13	7	9	-2%	1%	0
O=C(NC1=C(Nc2ccc(F)cc2)C(=O)c2ccccc2C1=O)c1ccc(Cl)cc1	2%	6	-0.2%	9	26	3	?	-9%	-1
CC(C)CC1NC(=O)c2cc3ccccc3cc2-n2c1nc1cc(Cl)ccc1c2=O (centres undefined)	-3%	nt	nt	nt	6	nt	-6%	-13%	nt
Cc1ccc(NC(=O)CCC(=O)N/N=C/c2cccs2)cc1C	-5%	-2	1.3%	3	-3	2	-6%	4%	-5
Cc1ccc(N(CCC(=O)O)S(=O)(=O)c2ccc(C)cc2)cc1	-4%	-5	-0.3%	0	-4	4	0%	-3%	5
CCN(CC)CCNC(=S)Nc1ccc2nc3n(c(=O)c2c1)CCCCC3	-5%	-3	10%	-5	-6	3	5%	8%	-5
CCOc1ccc(OCCC(=O)OCC(=O)NC2CCCC2)cc1	-1%	-3	2.1%	5	0	8	2%	0%	5
O=C1c2ccccc2C2=Nc3ccccc3SC(c3cccc(F)c3)C12 (centres undefined)	-5%	-6	4.1%	-2	1	0	0%	-4%	8
CCN(CC)C(=O)C1CCCN(C(=O)c2ccc3nc(-c4cccc(OC)c4)oc3c2)C1 (centres undefined)	-3%	nt	nt	nt	-4	nt	-19%	0%	nt
Cc1nc2ccn(Cc3ccco3)c(=O)c2cc1C(=O)NCc1ccc(F)cc1	0%	-4	3.0%	-13	2	1	-5%	0%	-14
Cc1nc2ccccc2c(=O)n1NC(=O)/C=C/c1ccccc1	0%	1	0.1%	-8	1	3	-2%	4%	-2
CSC1=NCCN1C(=O)c1ccc(S(=O)(=O)N(C)C)cc1	-2%	nt	0.2%	-7	2	3	4%	-4%	-5
Cc1cccc(C)c1NC(=O)COC(=O)CCc1ccc(S(=O)(=O)N2CCCCC2)cc1	-4%	-8	1.5%	3	-10	2	-1%	4%	-2
Cc1cc(OCC(O)CNC(C)c2ccccc2)ccc1C(C)C (centres undefined)	-5%	0	0.3%	48	1	30*	-5%	3%	-1
O=C(CS(=O)(=O)c1ccc(F)cc1)N1CCOCC1	-7%	0	0.4%	4	-1	2	2%	-1%	-1
O=C1CCC(=O)N1c1ccc(S(=O)(=O)N2CCCC2)cc1	-3%	-4	5.9%	-2	2	4	4%	-5%	1
COCCCNC(=O)c1sc2ncn(CC(=O)Nc3ccc(C)c(Cl)c3)c(=O)c2c1C	-5%	-2	6.6%	-6	1	1	7%	4%	-2
O=C(c1c[nH]c2ccc(S(=O)(=O)N3CCC4(CC3)OCCO4)cc2c1=O)N1CCOCC1	-3%	-4	0.3%	-5	-3	3	3%	3%	-7
CCCN1C(=O)/C(=C\C=C2/Sc3ccccc3N2CCO)SC1=S	-4%	-5	0.6%	2	-6	30*	1%	-20%	2
Cc1ccc(C(=O)C(OC(=O)CN2C(=O)c3ccccc3C2=O)c2ccccc2)cc1 (centres undefined)	-1%	-6	-0.2%	-11	0	7	0%	-5%	25
Cc1[nH]c2ccccc2c1CCC(N)=O	-4%	-2	0.3%	1	-3	1	5%	-20%	0
C[C@@H]1CN([C@H](C)CO)C(=O)c2cccc(NC(=O)c3ccncc3)c2O[C@@H]1CN(C)Cc1ccc(C(=O)O)cc1	-3%	nt	nt	nt	1	nt	2%	-1%	nt
Cn1c(=O)c2c(ncn2CC(=O)Nc2nc(-c3ccccc3Cl)cs2)n(C)c1=O	-3%	-3	4.7%	-2	3	9	-9%	-2%	1
COc1cc2c(cc1OC)CN(C(=O)CCNC(=O)c1ccccc1Cl)CC2	-5%	nt	nt	nt	-2	nt	-9%	-8%	nt
CCC(C)NS(=O)(=O)c1ccc(OCC(=O)N2CCC(C)CC2)cc1 (centres undefined)	-2%	6	0.0%	3	-6	-1	-1%	3%	12
CC1(Cc2ccc3c(c2)OCO3)NC(=O)NC1=O (centres undefined)	-3%	0	-1.4%	-6	2	-1	-2%	2%	21
O=C(CCNS(=O)(=O)c1ccc2c(c1)CCN2C(=O)C1CC1)N1CCN(c2ccccc2F)CC1	-5%	-2	-0.1%	-19	-1	3	1%	-5%	11
O=C(/C=C/c1ccc(OCc2cccc(Cl)c2)cc1)N1CCOCC1	4%	-7	-2.5%	-16	-1	10	10%	22%	0
NNc1nc2c(Cl)ccc(Cl)c2s1	0%	4	-2.8%	7	-3	0	-11%	3%	-6

Some of the compounds tested, so the mix of outcomes need not match the whole.
